TROY signal inh – blocks TROY-dependent signaling in reporter cells; inhibition, % at 10 µM; Q293 LMP1-TROYcd NF-kB luciferase reporter, 4 h; 360,000 compounds, 0.98% hits; AID 1347056;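 active = compounds whose plate-normalised and pattern-corrected inhibition of the luciferase reporter signal at the single screening dose is 50% or more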
NOD2 RIPK2 PPI – NOD2-RIPK2 protein interaction inhibition; O43353; inhibition, % at 4.98 µM; 360,000 compounds, 0.38% hits; CHO BLA complementation NOD2-RIPK2, CCF4 ratio; in the data active = inhibition above about 21%;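 also: 0% = vehicle only and 100% = reference blocker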
TRAIL sens C8 – sensitizes caspase-8 expressing cells to TRAIL. NB7+C8 cells + TRAIL, ATPlite viability luminescence. inhibition (viability loss, TRAIL sensitization), % at 10 µM. 360,000 compounds, 1% hits;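 active = compounds causing at least 50% loss of cell viability in the single-dose screen, relative to plate controls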
NCOA2 inhibitor – inhibits human steroid receptor coactivator 2; inhibition, % at 9 µM; 370,000 compounds, 0.17% hits; AID 651957; Q15596; HEK293 GAL4-SRC2 luciferase reporter, luminescence;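 active = inhibition above the mean inhibition of all tested compounds plus 3 SD, set per campaign, cut at about 52% in these data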;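 also: 0% = DMSO treated cells and 100% = cells given Gossypol at 36 µM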
Target sequence (Q15596 whole entry, looked up, the tested form may be a part): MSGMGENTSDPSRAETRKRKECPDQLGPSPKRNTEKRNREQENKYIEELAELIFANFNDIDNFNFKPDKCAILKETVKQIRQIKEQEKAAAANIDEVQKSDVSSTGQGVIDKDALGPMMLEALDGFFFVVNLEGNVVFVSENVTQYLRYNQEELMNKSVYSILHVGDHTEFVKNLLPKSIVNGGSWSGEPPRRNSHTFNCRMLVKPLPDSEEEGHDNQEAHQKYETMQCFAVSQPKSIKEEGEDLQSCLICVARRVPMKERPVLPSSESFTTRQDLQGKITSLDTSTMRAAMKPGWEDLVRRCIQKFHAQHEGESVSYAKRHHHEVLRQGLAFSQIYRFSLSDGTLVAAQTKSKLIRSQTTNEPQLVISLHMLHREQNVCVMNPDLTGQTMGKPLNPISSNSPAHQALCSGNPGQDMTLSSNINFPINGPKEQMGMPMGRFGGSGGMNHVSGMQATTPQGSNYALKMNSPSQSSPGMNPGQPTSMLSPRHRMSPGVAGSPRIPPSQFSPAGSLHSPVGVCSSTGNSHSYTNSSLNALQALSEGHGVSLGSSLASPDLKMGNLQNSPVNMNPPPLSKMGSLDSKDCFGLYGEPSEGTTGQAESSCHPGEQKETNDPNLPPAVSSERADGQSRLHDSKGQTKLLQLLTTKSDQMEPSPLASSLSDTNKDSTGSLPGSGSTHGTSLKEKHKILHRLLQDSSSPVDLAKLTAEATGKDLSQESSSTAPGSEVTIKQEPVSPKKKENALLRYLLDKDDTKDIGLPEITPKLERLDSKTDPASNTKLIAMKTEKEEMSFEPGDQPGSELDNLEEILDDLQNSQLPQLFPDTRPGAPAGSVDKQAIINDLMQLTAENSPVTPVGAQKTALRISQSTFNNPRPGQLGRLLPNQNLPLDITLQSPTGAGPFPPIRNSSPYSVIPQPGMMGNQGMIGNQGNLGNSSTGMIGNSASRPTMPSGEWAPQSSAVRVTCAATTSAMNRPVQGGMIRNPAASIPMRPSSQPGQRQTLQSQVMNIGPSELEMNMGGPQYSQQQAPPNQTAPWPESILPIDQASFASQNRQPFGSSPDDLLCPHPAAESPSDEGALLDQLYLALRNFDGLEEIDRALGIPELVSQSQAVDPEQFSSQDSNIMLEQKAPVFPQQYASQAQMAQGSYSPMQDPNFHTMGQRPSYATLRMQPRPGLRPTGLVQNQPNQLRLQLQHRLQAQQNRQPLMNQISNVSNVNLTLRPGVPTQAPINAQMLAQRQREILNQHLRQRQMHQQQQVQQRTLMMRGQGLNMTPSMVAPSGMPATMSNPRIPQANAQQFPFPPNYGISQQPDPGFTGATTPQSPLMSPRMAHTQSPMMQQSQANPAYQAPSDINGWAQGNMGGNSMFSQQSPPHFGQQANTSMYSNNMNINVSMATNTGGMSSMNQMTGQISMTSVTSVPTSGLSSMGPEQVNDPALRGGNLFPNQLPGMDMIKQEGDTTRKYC
NCOA3 inh – human NCOA3 inhibition; Q9Y6Q9; HEK293 GAL4-SRC3 luciferase reporter, luminescence; inhibition, % at 3.6 µM; 360,000 compounds, 0.17% hits; AID 588352;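 active = inhibition above a per-campaign cutoff, the mean of all compounds plus 3 SD, cut at about 60% in these data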;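 also: 0% = DMSO-treated cells and 100% = gossypol-treated cells at 36 µM; higher means less SRC3-driven luciferase light from the GAL4 reporter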
EBV LMP1 NFkB – inhibitors of Epstein-Barr LMP1-induced NF-kappaB reporter; 350,000 compounds, 0.69% hits; inhibition, % at 12.5 µM; LMP1-induced NF-kappaB luciferase reporter cells, luminescence; in the data active = inhibition above about 41%;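 also: 0% = neutral control wells and 100% = reference inhibitor control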
SRC1 inh – inhibits human SRC1 coactivator. Q15788. HEK293 GAL4-SRC1 luciferase reporter, luminescence. inhibition, % at 3.6 µM. 360,000 compounds, 0.12% hits;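 active = inhibition above the campaign mean plus 3 SD, with each screening campaign given its own cutoff, cut at about 60% in these data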;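 also: 0% = DMSO treated cells and 100% = gossypol at 36 µM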
TWEAK-Fn14 inh – inhibitors of TWEAK-Fn14 interaction signaling; inhibition, % at 10 µM; TWEAK-stimulated Fn14 reporter cells, luciferase luminescence, 8 h; 360,000 compounds, 2% hits; AID 1159606; in the data active = inhibition above about 50%
COUP-TFII inh – blocks human COUP-TFII nuclear receptor; P24468; HEK293T NGFI-A luciferase reporter, luminescence; inhibition, % at 8.6 µM; 370,000 compounds, 0.7% hits;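 active = inhibition above a per-plate cutoff, mean inhibition of test wells between control levels plus 3 SD, cut at about 38% in these data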;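 also: cells cotransfected with COUP-TFII expression vector driving the NGFI-A reporter; 0% = median of COUP-TF2 test wells and 100% = reporter-only cells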
TLR9-MyD88 block – blocks human TLR9 binding to MyD88 | Q9NR96+Q99836 | CHO BLA complementation TLR9-MyD88, CCF4 FRET ratio | inhibition, % at 4.98 µM | 340,000 compounds, 0.21% hits | AID 504734;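 active = inhibition above the mean over all tested compounds plus 3 SD, cut at about 21% in these data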;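 also: 0% = DMSO only wells and 100% = clavulanate BLA inhibitor control wells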
NR5A2 inv ag – inverse agonists of human LRH-1 (NR5A2). O00482. HEK293T StAR-luciferase reporter, LRH-1 transfected, 24 h. inhibition, % at 3.6 µM. 360,000 compounds, 0.13% hits;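 active = inhibition above the mean inhibition of all tested compounds plus 3 SD, cut at about 73% in these data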;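 also: 0% = DMSO wells and 100% = reporter-only cells lacking LRH-1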
* = called active by the depositor; · = no result given. Some of the compounds tested, so the mix of outcomes need not match the whole.

Order of values: TROY signal inh, NOD2 RIPK2 PPI, TRAIL sens C8, NCOA2 inhibitor, NCOA3 inh, EBV LMP1 NFkB, SRC1 inh, TWEAK-Fn14 inh, COUP-TFII inh, TLR9-MyD88 block, NR5A2 inv ag
CCc1ccccc1-n1c(SCC(=O)NC)nnc1-c1ccco1
    -24, 0, 1, 2, 0, -7, 3, 0, 11, -5, 4
O=C(NCCN1CCOCC1)c1ccc(Cl)cc1O
    0, -10, -3, 1, 5, 3, 16, 31, -1, -4, 18
COc1cccc(/C(O)=C2/C(=O)C(=O)N(CCN(C)C)C2c2ccccn2)c1 (stereo unspecified)
    -38, -2, 5, -23, -14, -17, -47, -5, 4, -14, -36
NCCCCc1ccc2ccc3cccc4ccc1c2c34
    -11, -1, -1, -6, 16, 3, -12, -18, -11, -3, 0
Nc1ncnc(Nc2ccc(F)c(Cl)c2)n1
    -2, -6, 6, -64, -10, 1, -1, 2, -28, -3, -17
COc1cccc(-n2nc(C(C)=O)c(=O)[nH]c2=O)c1
    5, 0, -11, 21, 6, 11, -6, 6, -3, -3, 21
COc1ccc(S(=O)(=O)Nc2ccc(C(F)(F)F)cc2)cc1OC
    12, -15, 4, 7, -4, 3, 7, -14, 10, -7, -1
C=CCn1c(SCC(=O)N(CCC)C2CCS(=O)(=O)C2)nnc1-c1ccccc1OC (stereo unspecified)
    8, 2, 1, -6, 14, -4, -7, 13, -32, -7, 10
Cc1cccc(C)c1-n1nnnc1C1(C)CCC(=O)N1Cc1ccco1 (stereo unspecified)
    -11, -6, -2, -45, ·, ·, ·, 2, 2, ·, 2
COc1cccc(NC(=O)C2CCCN2C(=O)Nc2ccccc2F)c1 (stereo unspecified)
    -14, 2, -9, -13, 27, -10, -1, 0, -6, -6, -11
CCOC(=O)C1CCN(C(=O)c2sc3nc(-c4ccc(F)cc4)cn3c2C)CC1
    -3, -3, -6, 12, -16, -9, -20, 8, 2, -12, 8
COCc1nnc(NC(=O)COc2ccc3c(c2)OCO3)s1
    -53, 0, 12, -32, 2, -11, -17, 25, 14, -1, -8
CC(C)(C)OC(=O)C[C@@H]1C/C=C\C[C@@H](CC(=O)N(CCO)Cc2ccccc2)C(=O)NC[C@H](c2ccccc2)OC1=O
    15, -3, 27, 11, 23, 1, 11, 8, 10, 6, 15
CC(C)(O)C#Cc1ccc(CNC[C@H]2O[C@@H](n3cnc4c(N)ncnc43)[C@H](O)[C@@H]2O)s1
    -12, -11, -18, -16, 15, -8, -3, -18, -3, 1, -17
CNC(=O)c1ccc(-c2cc3onc(-c4ccccc4)c3c(=O)n2C)cc1
    -31, 12, 10, -47, -80, -4, -106, 5, -16, 4, -124
COc1cc(/C=C2/C(=O)N(c3cccc(Br)c3)N=C2C)cc(OC)c1O
    -21, 1, 14, 15, 9, 6, 5, 32, 6, -13, 3
CCCCn1cc2c(c1-c1cccc(C)c1)c(=O)n(C)c(=O)n2C
    -10, -3, 7, -8, -6, -1, -13, 1, -4, -10, 18
CCn1c(SCc2ccc([N+](=O)[O-])cc2)nnc1C(C)NC(=O)c1ccc(C)cc1 (stereo unspecified)
    -4, -6, 8, -16, 12, 1, -21, 8, -5, -3, -5
CCCCCCN1C[C@@H](n2cc(C3CC3)nn2)[C@H](O)C[C@@H]1c1ccccc1
    -43, -12, -6, -2, -17, 3, -10, 1, -3, 4, -11
CC1CCN(C(=O)COC(=O)/C=C/c2ccc(Br)o2)CC1
    11, 2, -3, -33, -9, 5, -10, 14, 3, -13, -18
C[C@@H]1CN([C@H](C)CO)S(=O)(=O)c2ccc(Br)cc2O[C@H]1CN(C)C(=O)Nc1ccc(F)cc1
    14, -3, -24, -26, 7, -3, 12, -4, -2, 1, 4
CCC(C)NC(=O)CCn1ccc2cc(S(=O)(=O)N3CCCC3)ccc21 (stereo unspecified)
    12, -9, -12, 24, 11, 2, 1, -1, 5, 1, -20
CCCN(C(=O)c1c(CC)noc1C)c1c(N)n(Cc2ccccc2)c(=O)[nH]c1=O
    -9, -9, -1, 19, 15, -2, -10, -18, 2, 9, 0
CC(C)N(Cc1ccccc1)C(=O)COC(=O)C1CCCCC1
    -10, 3, -9, -24, 12, 0, 9, 11, 0, 2, -16
CC(=O)Nc1sc(C)c(C)c1C(=O)OCC(=O)N(CC(C)C)c1c(N)n(Cc2ccccc2)c(=O)[nH]c1=O
    3, -2, 95*, -2, 0, -249, -25, 12, 2, -3, 2
CCCCc1ccc(S(=O)(=O)N/N=C(/C)c2ccncc2)cc1
    19, -12, 13, 37, 14, 13, 9, 19, 24, -2, 41
C/C(=N/Nc1ccc(C(=O)O)cc1)c1ccc2c(c1)Nc1ccccc1S2
    1, -4, -16, 0, -64, -6, -24, 4, 10, 5, -64
Cc1ccc(-c2nnc3ccc(SCC(=O)N4CCCc5ccccc54)nn23)cc1
    33, -4, 1, 1, 19, 0, 6, 18, 5, 4, -2
CCCCn1c(N)c(N(CCOC)C(=O)COC(=O)Cc2cccc(OC)c2)c(=O)[nH]c1=O
    -4, 2, -15, -25, 14, 5, 13, -2, 3, 0, 9
CCc1nc(Cl)c(C#N)c2c1CCCC2
    32, -8, -3, 11, 35, 18, 26, 46, 19, 2, -15
CCC(C)(C)NC(=O)C(c1ccccc1Cl)N(C(=O)CCC(=O)Nc1cc(C)on1)C1CC1 (stereo unspecified)
    -4, -10, 6, -6, -5, -3, -2, 15, 11, -1, 8
O=C(Nc1ccncc1)Nc1ccccn1
    -4, -2, -8, -18, -7, -12, 3, 19, 18, 8, -19
CSc1ccc(CN2CCC(Cc3ccccc3)CC2)cc1
    2, -8, 11, 7, -15, 2, 5, 4, 12, -4, 9
CCCSc1nnc(NC(=O)c2sc3nc(-c4cccs4)ccc3c2N)s1
    -9, -3, -15, -55, -51, -4, -43, 6, -31, 21*, -70
COc1ccccc1N1CCN(C(=O)c2cc(C(C)(C)C)oc2C)CC1
    9, -12, 22, -12, 2, 5, -4, -3, 7, -4, 18
[2H]c1c([2H])c([2H])c(-c2nc(N3CCCCCC3)sc2C(=O)c2ccccc2)c([2H])c1[2H]
    -27, 3, 1, -16, 17, -2, -20, 6, 0, -1, -8
O=C(/C=C/c1ccc2c(c1)OCO2)NCCSCc1ccc(Cl)cc1
    ·, 13, 9, 18, 4, -9, 7, -32, 2, 9, 11
O=c1cc(-c2ccccc2)nc2c(Cl)cc(Cl)cn12
    -58, 4, -5, -29, -13, -42, -34, -35, -12, 3, 5
C=CC[C@@H](CC(=O)N[C@H](CO)Cc1ccccc1)C(=O)N[C@@H](C)COC(=O)[C@@H](CC=C)Cc1ccc(F)cc1
    20, -11, 8, 24, 11, -1, -1, 28, 5, -9, -3
COc1ccc(/C=N/NC(=O)c2cccc3ccccc23)c(OC)c1OC
    -5, 0, 8, -14, 17, ·, -8, -16, 0, ·, 8
CC(NC(=O)CCNS(=O)(=O)c1ccccc1)c1ccccc1 (stereo unspecified)
    -29, -11, -13, 0, 12, ·, -5, 6, 15, -17, 1
CCN1CN(CCc2ccccc2)CNC1=S
    -8, 4, -1, -15, -2, 3, -7, -13, 7, -5, 12
Cc1ccc(S(=O)(=O)N2CCCC2CNC(=O)C(=O)NCc2cccs2)cc1 (stereo unspecified)
    25, 4, -4, -29, 12, 0, -8, -3, -3, -3, -21
CCc1ccc(OCC(=O)N/N=C(\C)c2ccc(-n3ccnc3)cc2)cc1
    -16, 0, 33, -14, -26, -2, -3, -17, -3, -2, 7
Cc1ccc(NS(=O)(=O)c2ccc(C(=O)NCc3ccncc3)cc2)cc1
    1, 1, -4, 8, 4, 6, -2, 5, 11, 9, 8
COc1ccc(N(CC(=O)NCCSCc2ccco2)S(=O)(=O)c2ccccc2)cc1OC
    -19, -4, 5, 8, 2, -3, 5, -2, -18, -6, -6
Cc1cc(C(=O)N2C(C)CCCC2C)no1 (stereo unspecified)
    -28, -4, -10, -27, 8, -4, -15, 16, 11, -5, -6
Cc1ccc(C)c(NC(=O)CCC(=O)NNC(=O)c2cccs2)c1
    2, 1, 2, -6, -2, -2, -16, 27, 3, -7, -4
O=c1c2ccccc2oc2cc(OCc3ccc(F)cc3)cc(O)c12
    -27, -9, 2, -27, -12, 5, 11, -2, -3, 1, -9
CSc1ccccc1OCc1cc(C(=O)N2CCC[C@H]2C(N)=O)no1
    7, 2, 1, 3, -11, 63*, -10, 28, -1, -3, -11
CCN(CC)C(=O)COc1coc(CN2CCN(c3ccccc3F)CC2)cc1=O
    18, 1, 5, -19, 4, -1, 3, -14, 6, -111, 20
C=CCn1c(CCC)nc2ccccc21
    10, -7, -13, -4, 13, -3, -6, 9, -15, 6, 7

Exported as a markdown table: entries from further up
| Molecule | TROY signal inh | NOD2 RIPK2 PPI | TRAIL sens C8 | NCOA2 inhibitor | NCOA3 inh | EBV LMP1 NFkB | SRC1 inh | TWEAK-Fn14 inh | COUP-TFII inh | TLR9-MyD88 block | NR5A2 inv ag |
| --- | --- | --- | --- | --- | --- | --- | --- | --- | --- | --- | --- |
| CCN1CN(CCc2ccccc2)CNC1=S | -8 | 4 | -1 | -15 | -2 | 3 | -7 | -13 | 7 | -5 | 12 |
| Cc1ccc(S(=O)(=O)N2CCCC2CNC(=O)C(=O)NCc2cccs2)cc1 (stereo unspecified) | 25 | 4 | -4 | -29 | 12 | 0 | -8 | -3 | -3 | -3 | -21 |
| CCc1ccc(OCC(=O)N/N=C(\C)c2ccc(-n3ccnc3)cc2)cc1 | -16 | 0 | 33 | -14 | -26 | -2 | -3 | -17 | -3 | -2 | 7 |
| Cc1ccc(NS(=O)(=O)c2ccc(C(=O)NCc3ccncc3)cc2)cc1 | 1 | 1 | -4 | 8 | 4 | 6 | -2 | 5 | 11 | 9 | 8 |
| COc1ccc(N(CC(=O)NCCSCc2ccco2)S(=O)(=O)c2ccccc2)cc1OC | -19 | -4 | 5 | 8 | 2 | -3 | 5 | -2 | -18 | -6 | -6 |
| Cc1cc(C(=O)N2C(C)CCCC2C)no1 (stereo unspecified) | -28 | -4 | -10 | -27 | 8 | -4 | -15 | 16 | 11 | -5 | -6 |
| Cc1ccc(C)c(NC(=O)CCC(=O)NNC(=O)c2cccs2)c1 | 2 | 1 | 2 | -6 | -2 | -2 | -16 | 27 | 3 | -7 | -4 |
| O=c1c2ccccc2oc2cc(OCc3ccc(F)cc3)cc(O)c12 | -27 | -9 | 2 | -27 | -12 | 5 | 11 | -2 | -3 | 1 | -9 |
| CSc1ccccc1OCc1cc(C(=O)N2CCC[C@H]2C(N)=O)no1 | 7 | 2 | 1 | 3 | -11 | 63* | -10 | 28 | -1 | -3 | -11 |
| CCN(CC)C(=O)COc1coc(CN2CCN(c3ccccc3F)CC2)cc1=O | 18 | 1 | 5 | -19 | 4 | -1 | 3 | -14 | 6 | -111 | 20 |
| C=CCn1c(CCC)nc2ccccc21 | 10 | -7 | -13 | -4 | 13 | -3 | -6 | 9 | -15 | 6 | 7 |

Screening data (PubChem)
